Assay outcomes as filed in PubChem.
PP5 primary: blocks human protein phosphatase 5 activity; P53041; purified PP5c, OMFP substrate fluorescence; inhibition, % at 6.7 µM; hit rate 0.18% among 320,000; AID 1987;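 active = inhibition above the campaign's mean inhibition across all tested compounds plus 3 SD, cut at about 9.5% in these data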;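 note: 0% = DMSO only and 100% = 100 µM cantharidin control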
Target sequence (P53041 whole entry, looked up): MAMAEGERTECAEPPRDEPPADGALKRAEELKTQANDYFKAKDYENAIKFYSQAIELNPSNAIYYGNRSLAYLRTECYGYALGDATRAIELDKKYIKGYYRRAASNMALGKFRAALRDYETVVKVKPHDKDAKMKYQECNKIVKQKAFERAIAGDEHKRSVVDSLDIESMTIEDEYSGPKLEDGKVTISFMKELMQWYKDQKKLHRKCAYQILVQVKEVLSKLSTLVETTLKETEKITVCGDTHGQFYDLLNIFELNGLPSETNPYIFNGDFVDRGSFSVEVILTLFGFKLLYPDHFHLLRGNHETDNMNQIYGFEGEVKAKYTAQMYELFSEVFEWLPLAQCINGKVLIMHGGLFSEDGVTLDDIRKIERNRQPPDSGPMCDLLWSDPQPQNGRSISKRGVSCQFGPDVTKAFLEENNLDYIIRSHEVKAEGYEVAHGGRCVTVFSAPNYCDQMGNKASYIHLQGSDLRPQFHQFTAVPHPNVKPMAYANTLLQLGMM
core dimer inh: HCV core protein dimerization inhibition | inhibition, % at 5 µM | hit rate 0.33% among 300,000 | TR-FRET GST/Flag-core106 dimerization, 1536-well;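 active = inhibition above the mean of all tested compounds plus 3 SD, set per screening campaign, cut at about 45% in these data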
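test system = GST/Flag-tagged HCV core106 proteins | probe or stimulus = Eu donor and XL665 acceptor anti-tag antibodies | times = compound-protein-antibody incubation 4 h at 22.5 °C | signal = TR-FRET, excitation 340 nm, emission 617 and 671 nm | measure = percent inhibition of core106 dimerization signal | controls = wells lacking GST-core106 and wells with excess unlabelled core106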
VLA-4 inh: inhibition in a human VLA-4 binding assay; P13612; VLA-4 expressing cells, ligand binding flow cytometry; inhibition, % (about 7 µM as worked out from the volumes in the protocol); hit rate 0.2% among 330,000; AID 2557; in the data active = inhibition above about 50%
PP1 counter: blocks human PP1-alpha phosphatase, a PP5 counter-screen. P62136. purified PP1alpha, OMFP fluorescence. inhibition, % at 6.7 µM. hit rate 0.9% among 320,000;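 active = inhibition above the mean inhibition of all tested compounds plus 3 SD, computed separately for each screening campaign, cut at about 15% in these data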
procasp7 counter: counter-screen: procaspase-7 (human) activation; recombinant procaspase-7, Ac-DEVD-pNA absorbance 405 nm; D23A/D198A/D206A triple mutant, cannot self-cleave; scale: DMSO 0, 5 µM enzyme 100; hit rate 0.093% among 330,000; AID 463210; activation, % at 8.5 µM;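 active = percent activation above the screen-wide mean plus 3 SD, cut at about 25% in these data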
Target sequence (P55210 whole entry D23A/D198A/D206A): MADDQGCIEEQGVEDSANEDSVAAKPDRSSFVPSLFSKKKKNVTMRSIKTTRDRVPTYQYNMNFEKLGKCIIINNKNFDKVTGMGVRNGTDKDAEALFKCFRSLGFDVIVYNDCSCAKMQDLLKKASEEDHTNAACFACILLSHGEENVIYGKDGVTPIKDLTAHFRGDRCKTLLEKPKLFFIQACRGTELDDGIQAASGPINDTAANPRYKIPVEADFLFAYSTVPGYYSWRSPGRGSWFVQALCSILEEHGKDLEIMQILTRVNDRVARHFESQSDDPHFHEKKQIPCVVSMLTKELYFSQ
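System: Procaspase-7 triple mutant (PC-7 D3A); measure: % activation from two-timepoint absorbance difference, scaled to controls; times: 1 h compound preincubation, 2 h substrate cleavage, 25 °C; also added: Ac-DEVD-pNA substrate, 400 µM as added; measured by: Epi-absorbance of released pNA at 405 nm, two timepoints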
procasp3 activ: activates human procaspase-3; recombinant procaspase-3 D3A, Ac-DEVD-pNA absorbance 405 nm; hit rate 0.11% among 330,000; AID 463141; activation, % at 8.5 µM;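 active = activation above the mean of all tested compounds plus 3 SD, cut at about 21% in these data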;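 note: 0% = DMSO alone and 100% = DMSO wells spiked with extra 5 µM PC-3 D3A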
Target sequence (P42574 whole entry D9A/D28A/D175A): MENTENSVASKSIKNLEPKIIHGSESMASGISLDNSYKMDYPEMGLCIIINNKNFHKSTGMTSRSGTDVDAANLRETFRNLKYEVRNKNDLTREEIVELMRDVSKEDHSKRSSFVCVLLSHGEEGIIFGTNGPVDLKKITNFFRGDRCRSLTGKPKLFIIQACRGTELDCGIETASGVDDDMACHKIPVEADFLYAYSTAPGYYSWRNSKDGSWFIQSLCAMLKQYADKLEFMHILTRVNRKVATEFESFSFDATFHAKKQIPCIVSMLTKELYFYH
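assay system = Procaspase-3 D3A mutant | signal = absorbance at 405 nm, 0 and 120 min | times = 1 h preincubation plus 2 h reaction at 25 °C | repeats = single replicate | read-out = % activation between DMSO and enzyme-spiked controls | medium = Zinc-free HEPES saline buffer with Triton X-100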
CTSL1 counter: blocks F. hepatica cathepsin L1 in PFM18AAP counter-screen | inhibition, % at 5.96 µM | recombinant F. hepatica cathepsin L1, Z-Leu-Arg-MCA fluorescence | AID 1906 | hit rate 0.49% among 300,000;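 active = inhibition above the mean of all tested compounds plus 3 SD, set per screening campaign, cut at about 17% in these data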;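 note: 0% = plate median of test compound wells and 100% = 1 µM Z-Phe-Ala-diazomethylketone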
GASC-1 inh: human JMJD2C demethylase inhibition. Q9H3R0. inhibition, % at 2.35 µM. hit rate 0.069% among 330,000. GST-JMJD2C(1-420) H3K9me3 demethylation, DELFIA europium;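 active = more than half of a compound's replicate wells show inhibition beyond 50%, single wells judged on their own value; inconclusive = some, but no more than half, of replicates pass 50% inhibition; inactive = no replicate passes 50% inhibition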;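 note: signal counts dimethyl H3K9 product captured on neutravidin plate; 0% = median of DMSO wells and 100% = 0.3 times that DMSO median; strong numbers were not always called active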
GRK2 inh: blocks RNA aptamer binding to human GRK2; P25098; bead flow cytometry, FAM-aptamer displacement from GRK2; inhibition of aptamer binding, % at 10 µM; hit rate 0.59% among 330,000;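 active = inhibition of aptamer binding above 40%, roughly 3 SD of noise, on plates passing a quality check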;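 note: median bead fluorescence of bound FAM aptamer so fluorescent compounds give negative values; no value below 0 was filed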
* marks the source's active call; other numbers are inactive results; ? = inconclusive; . = not tested or not shown; & = joins results of further samples.

SMILES	PP5 primary	core dimer inh	VLA-4 inh	PP1 counter	procasp7 counter	procasp3 activ	CTSL1 counter	GASC-1 inh	GRK2 inh
CCOc1cc(/C=N/n2cnnc2)ccc1OS(=O)(=O)c1ccccc1	3.5	-3	5	-2	0	5	5	-10	0
CCOCCCNC(=O)C1CCN(Cc2ccc(OCc3ccccc3)c(OC)c2)CC1	-0.1	4	-6	0	8	0	-3	-7	0
CCCCOC(=O)n1c(=O)oc2ccccc21	-1.0	-3	27	1	-3	0	1	0	0
O=C(CN1C(=O)NC2(CCOc3ccccc32)C1=O)NCC(F)(F)F (configuration not stated)	0.4	-1	-6	-3	11	1	7	14	0
CCn1cc(S(=O)(=O)N2CCN(Cc3ccc(F)cc3)CC2)cn1	0.8	-3	5	-1	-7	-8	-4	0	2
O=C(N/N=C/c1ccc2c(c1)OCO2)C(=O)Nc1ccc2ccccc2c1	-1.8	-1	17	-3	-1	-3	1	3	0
Cc1nc2ccccc2n2c(O)c(CC(=O)O)cc12	-1.2	-40	-54	-3	-20	-11	1	1	1
COc1ccc(OC)c(-c2csc(NC(=O)Cc3ccc(OC)c(OC)c3)n2)c1	5.0	-7	-3	1	6	-2	-2	-2	0
COCCNC(=O)CSc1nc2cc(OC)c(OC)cc2c(=O)n1Cc1ccc(OC)cc1	1.8	2	-1	0	-3	-6	5	-7	0
CC(OC(=O)c1cc(=O)[nH]c2ccccc12)C(=O)NC1CCCC1 (configuration not stated)	0.8	.	0	1	9	-2	.	9	0
NS(=O)(=O)c1cccc(NC(=O)c2ccccc2NS(=O)(=O)c2ccc(F)cc2)c1	4.2	-12	1	2	1	0	0	-4	4
CC(C)(C)OC(=O)N1CCN(C(=O)c2nc[nH]c2C(=O)N2CCN(C(=O)OC(C)(C)C)CC2)CC1	-0.8	.	0	-1	3	5	.	-5	0
O=C1CC(C(F)(F)C(F)(F)C(F)(F)C(F)(F)F)=Nc2ccccc2N1	6.7	-11	13	2	7	-8	4	-3	1
CC(C)C(O)(C#CCN1CCCCC1)c1ccccc1 (configuration not stated)	4.2	7	-4	-1	12	-3	1	-1	0
Cc1cc([N+](=O)[O-])ccc1NC(=O)CCC(=O)N1CCCCCC1	0.6	-4	-4	-3	3	5	-1	-4	6

Brought forward from above: 3 compounds, followed by the next part.
SMILES	PP5 primary	core dimer inh	VLA-4 inh	PP1 counter	procasp7 counter	procasp3 activ	CTSL1 counter	GASC-1 inh	GRK2 inh
O=C1CC(C(F)(F)C(F)(F)C(F)(F)C(F)(F)F)=Nc2ccccc2N1	6.7	-11	13	2	7	-8	4	-3	1
CC(C)C(O)(C#CCN1CCCCC1)c1ccccc1 (configuration not stated)	4.2	7	-4	-1	12	-3	1	-1	0
Cc1cc([N+](=O)[O-])ccc1NC(=O)CCC(=O)N1CCCCCC1	0.6	-4	-4	-3	3	5	-1	-4	6
Cc1cc(C)c[n+](CC(=O)c2ccc(-c3ccccc3)cc2)c1	1.2	-3	-7	0	-5	2	0	-1	0
O=C(O/N=C1\C(=O)N(c2ccccc2)c2ccccc21)C1CC1	0.8	6	-1	0	-3	-2	-13	-4	2
Cc1cc(C)nc(N2CCC(C(=O)Nc3ccc4c(c3)OCO4)CC2)n1	-2.4	-1	9	-3	-1	2	1	-2	1
COc1cc(/C=C/C(=O)O)cc(S(=O)(=O)NNC(=O)c2ccc3c(c2)OCO3)c1OC	.	.	-1	.	1	1	.	-3	9
CCN(C(=O)COc1ncnc2ccc(Br)cc12)C1CCS(=O)(=O)C1 (configuration not stated)	-1.3	-1	-5	-4	4	-1	-1	-33	2
CCCc1nc2ccccc2c(C(=O)OC2CCOC2=O)c1CC (configuration not stated)	2.2	3	5	-1	-7	9	-1	-7	0
COc1ccc(-c2cc(=O)oc3c(C)c(OC(=O)c4cccs4)ccc23)cc1	-0.6	2	-7	-1	4	6	-2	-6	4
COc1cc(OC)c(OC)cc1/C=C1/Cc2ccccc2C1=O	-1.1	-2	3	3	28*	13	0	-2	2
CC1CCN(C(=O)c2ccc(N3C(=O)c4ccccc4C3=O)cc2)CC1	4.1	2	4	0	0	-3	0	-18	0
COc1ccc(CCNC(=O)C2CCC(=O)N2CCc2ccccc2)cc1OC (configuration not stated)	-1.0	2	.	-5	-2	-3	-4	-12	0
Cc1c(Cl)cccc1NC(=O)Cn1nc(C)n2cccc2c1=O	2.2	7	12	0	-6	7	0	-22	0
CN(CC(=O)NCc1ccc(F)cc1)S(=O)(=O)c1ccc2c(c1)c(=O)n(C)c(=O)n2C	-1.8	6	26	-4	1	4	-2	-1	0
Cc1ccc(C(=O)O)cc1N1CCCC1=O	-3.1	-5	-8	-7	-2	10	-4	15	61*
O=C(C1CCOCC1)N1CCCC(N2CCN(c3cccc(C(F)(F)F)c3)CC2)C1 (configuration not stated)	-1.4	-1	-4	-3	1	-2	-3	2	0
CCOc1ccccc1-n1nnnc1SCC(=O)OC	-2.9	13	21	-3	4	-1	-10	6	0
CN(C)CCCCCN(C)Cc1cc2ccccc2o1	3.7	3	6	-6	13	6	0	11	7
CCOc1ccc2[nH]c(=O)c(CN(Cc3ccccc3)C(=O)N3CCCC3)cc2c1	2.6	3	12	-1	-1	-5	-1	-5&-1	2
O=C(c1ccc(F)cc1)C1CCN(Cc2ccc(F)cc2)CC1	0.1	21	-4	5	6	8	0	-27	0
Cc1ccccc1-n1nnnc1SCC(=O)NC1CC1	.	.	4	.	-3	-2	.	6	1
O=C(NCCCN1CCOCC1)c1cc(-c2cccc(O)c2)on1	-1.7	0	-2	-1	1	1	3	8	0
Cc1cccc(C)c1OCc1cc(C(=O)N2CCC(c3ccccc3)CC2)no1	2.0	3	4	2	0	3	1	3	0
O=C(NCC1CCCCC1)c1ccccc1[N+](=O)[O-]	1.0	11	8	-5	-9	8	-3	2	0
O=S1(=O)N=C(N2CCc3ccccc3C2)c2ccccc21	-0.7	6	0	1	7	7	-5	0	2
NC1=NC(=O)/C(=C/c2cn(CCC(=O)O)nc2-c2ccc(Cl)cc2)S1	0.5	8	-13	0	2	-6	6	7	0
O=C(Nc1nc2ccccc2s1)C1CC(=O)N(c2ccc(Br)cc2)C1 (configuration not stated)	0.6	-2	0	3	3	-3	2	?	0
CC(C)(O)[C@H](O)Cc1cc2ccc(=O)oc2cc1O[C@@H]1O[C@H](CO)[C@@H](O)[C@H](O)[C@H]1O	.	.	4	.	1	7	.	42	12
CC(=O)Nc1cc2c(cc1Br)OCCO2	-6.4	-13	-11	-9	2	3	-5	-15	0
O=C(COC(=O)COc1ccccc1[N+](=O)[O-])Nc1ccc2c(c1)OCO2	.	.	-14	.	10	-2	.	1	2
COc1ccc(-c2csc(NC(=O)c3cccc(N4C(=O)CCC4=O)c3)n2)cc1OC	1.3	.	18	-3	5	6	.	25	5
COc1ccccc1C(=O)NCC(=O)N1CCN(S(=O)(=O)c2ccc3c(c2)OCCO3)CC1	-1.8	0	4	-5	-6	-8	-1	-6	2
CC1CCC(NS(=O)(=O)c2ccc(N3CCCC3=O)cc2)CC1 (configuration not stated)	-0.6	0	16	6	2	-5	-1	-15	3
CC(=O)N(Cc1cccnc1)Cc1cc2ccc(C)cc2[nH]c1=O	0.4	-5	4	0	11	6	-1	-35	4
Cc1cc(C)n(-c2ccc(Cl)c(C(=O)Nc3ccc(-c4nnc5n4CCCCC5)cc3)n2)n1	0.2	10	0	-2	6	6	0	3	0
COc1ccc(CCNc2oc(COc3ccc(F)cc3)nc2C#N)cc1	3.0	3	14	4	4	7	5	5	0
COc1ccc(CCNC(=O)CO/N=C/c2cc3c(cc2Br)OCO3)cc1OC	1.6	-1	-3	-1	-2	11	-3	-1	0
O=C(CSc1nnc(-c2ccccc2)o1)Nc1ccccc1F	-0.9	1	-3	-1	15	3	1	-6	5
CCCCN(Cc1cc2cc(OC)ccc2[nH]c1=O)S(=O)(=O)c1ccc(C)cc1	3.9	12	34	13	4	2	2	-11	5
CCOC(=O)C1CCN(S(=O)(=O)C(F)(F)c2nc3ccccc3s2)CC1	0.8	-8	0	1	-2	3	-2	-7	4
Cc1ccccc1NC(=O)Cc1nc(COC(=O)c2ccccn2)cs1	3.1	3	-23	-12	-6	1	-5	-5	0
CCOc1ccc(Cn2nnc(C(=O)NCCc3ccc(Cl)cc3)c2N)cc1	3.8	0	3	-2	5	11	-2	11	1
Cc1ccc2[nH]c(=O)c(CN(CCN3CCOCC3)C(=O)Nc3ccc(F)cc3)cc2c1	-0.8	0	-1	-4	2	3	0	2	2
CC(=O)N1CC(C)Oc2ccc(S(=O)(=O)NC(CC(=O)O)c3cc(C)ccc3C)cc21 (configuration not stated)	-0.6	0	1	3	9	8	-2	0	1
CSc1nc2ccc(NC(=O)c3c(F)cccc3F)cc2s1	4.5	3	11	-3	0	-6	-1	-6	4
Cc1ccc(C2CC(c3ccccc3)=NN2C(=O)CSc2nnc(-c3ccc(Cl)cc3)o2)o1 (configuration not stated)	1.0	14	-7	-7	2	-5	-2	-22	1
COc1ccc(N=C2C(=Nc3ccc(OC)cc3)N(c3ccc(OC)cc3)C(=S)N2C)cc1	3.2	-3	12	2	-10	9	-1	-2	2
Cc1nnnn1/C(=C\c1ccccc1)C(=O)OCC(=O)Nc1cccc(S(=O)(=O)N(C)C)c1	-0.5	.	26	-1	7	6	.	-12	4
CC1(C)O[C@@H]2[C@H](O1)[C@@H](CO)O[C@H]2n1ccc(=O)[nH]c1=O	-1.3	.	0	-5	-3	2	.	0	0
COc1cccc(NS(=O)(=O)c2ccc3c(c2)NC(=O)C(C)S3)c1 (configuration not stated)	1.1	8	-5	-1	-1	0	-2	-1	0
Cc1ccccc1CN1C(=O)c2ccccc2S1(=O)=O	2.2	-10	15	0	3	0	1	2	1
C/C(=N/NS(=O)(=O)c1ccc(Br)cc1)c1ccc(C)o1	-0.7	-7	6	-4	-12	-1	5	8	0
CC1CCN(C(=O)C2CCN(S(=O)(=O)c3cccc4cccnc34)CC2)CC1	1.2	4	-4	2	6	8	-3	-2	0
Cc1c(NC(=O)C2CCCN2C(=O)c2cccs2)c(=O)n(-c2ccccc2)n1C (configuration not stated)	1.6	-8	25	1	6	-3	0	10	4
S=C(NCCc1cnc[nH]1)NC1CCCC1	-1.8	-2	-1	-7	3	1	-4	-31	1
CCC1(C)Cc2ccccc2C(=O)N1 (configuration not stated)	1.5	-2	15	-5	8	-7	2	1	0
CCOc1ccccc1NC(=O)Nc1ccc2c(c1)OCO2	1.6	-4	5	0	-6	8	2	-16	3
CC(C(=O)N1CCCCC1)N(C)CC(=O)Nc1ccc(Cl)cc1 (configuration not stated)	0.3	-3	13	-2	14	6	-3	3	0

Compounds as they come; any-hit rate near 2.6%.
